Tb PYK inh: inhibitors of Trypanosoma brucei pyruvate kinase | Q57TT1 | TbPYK enzyme, Kinase-Glo Plus ATP luminescence, 45 min | Potency, µM (series often up to 76.8 µM), for the others: at the highest dose activity, negative = inhibition, actives largely listed as inhibitors | actives 0.12% (n = 410,000) | AID 624173; note: potency is the fitted concentration of half-maximal effect; % is set by controls: 0 for no effect and ±100 for the full control effect; nearly all actives have a fitted effect of over 50% in size
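T. brucei PYK with substrate was exposed to pin-transferred compounds across a concentration series, then started with 130 uM ADP (final). After 45 min at room temperature, Kinase-Glo Plus luminescence was read, normalized and curve-fitted.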
Shiga inhibitor: inhibitors of Shiga toxin in Vero cells | inhibition, % at 38.7 µM | AID 2315 | actives 9.2% (n = 290,000) | Vero cells, Shiga toxin protein synthesis inhibition reporter; in the data active = inhibition mostly above about 28%, no sharp cut-off; inactive = mostly below about 43%; note: 0% is about no effect
Pf growth 48h: inhibits P. falciparum growth in the first generation, 48 h; P. falciparum luciferase growth in erythrocytes, 48 h; Potency, µM (series often up to 28.7 µM), inactives show at the top dose activity change, negative = inhibition, usual class: inhibitors; actives 5.9% (n = 310,000); note: potency is the fitted concentration of half-maximal effect; % is set by controls: 0 for no effect and ±100 for the full control effect
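In quantitative HTS format, infected erythrocytes bearing luciferase-reporter parasites were treated for a single generation at 37 C. Luminescence after adding detection reagent served as the growth measure.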
AmpC no deterg: inhibitors of E. coli AmpC beta-lactamase without detergent. P00811. AmpC nitrocefin hydrolysis, absorbance 480 nm, 0.0001% Triton. Potency, µM (doses to about 57.1 µM), inactives show top-dose activity change, negative = inhibition, hits mostly inhibitors. actives 0.52% (n = 330,000). AID 485341;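 note: potency is the fitted concentration of half-maximal effect; plate controls were no compound for no effect and no enzyme for full effect; nearly all actives have a fitted effect of over 20% in size; some results filed as inactive show a strong effect at the top dose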
Target sequence (P00811 whole entry, looked up): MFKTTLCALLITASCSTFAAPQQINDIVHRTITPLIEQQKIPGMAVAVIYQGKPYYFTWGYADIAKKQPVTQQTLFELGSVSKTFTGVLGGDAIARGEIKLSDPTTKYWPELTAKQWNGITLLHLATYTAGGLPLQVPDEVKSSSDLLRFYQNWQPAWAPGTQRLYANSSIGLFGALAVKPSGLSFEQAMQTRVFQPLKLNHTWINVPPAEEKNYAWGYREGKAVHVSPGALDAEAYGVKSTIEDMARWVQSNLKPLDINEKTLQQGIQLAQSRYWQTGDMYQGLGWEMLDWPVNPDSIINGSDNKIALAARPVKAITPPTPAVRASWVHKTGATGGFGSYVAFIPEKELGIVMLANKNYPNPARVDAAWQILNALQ
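20 mM phosphate pH 7.0 + 0.01% (detergent screen) or 0.0001% Triton X-100; 5.3 nM AmpC reagent; cpd preinc 15 min RT; nitrocefin (800 uM stock) to start; A480 q20 s × 4 min; Activity was normalised to no-enzyme and no-compound control wells.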
Cycloheximide cs: counter-screen for Shiga toxin inhibitors: cycloheximide protein synthesis inhibition; cell reporter, cycloheximide protein synthesis inhibition counterscreen; max response, %; actives 12% (n = 300,000); AID 2314; in the data active = max response mostly above about 13%, no sharp cut-off; inactive = mostly below about 14%; note: read at 38.3 µM for the half of the compounds with a filed dose; 0% is about no effect
LmPK inh: blocks Leishmania mexicana pyruvate kinase activity; Q27686; purified LmPK, Kinase-Glo ATP luminescence, 1 h; Potency, µM (top dose mostly 57.5 µM), for the others: at the highest dose activity change, negative = inhibition, most hits filed as inhibitors; actives 0.37% (n = 290,000); AID 1721; note: potency is the fitted concentration of half-maximal effect; % is set by controls: 0 for no effect and ±100 for the full control effect
Target sequence (Q27686 whole entry, looked up): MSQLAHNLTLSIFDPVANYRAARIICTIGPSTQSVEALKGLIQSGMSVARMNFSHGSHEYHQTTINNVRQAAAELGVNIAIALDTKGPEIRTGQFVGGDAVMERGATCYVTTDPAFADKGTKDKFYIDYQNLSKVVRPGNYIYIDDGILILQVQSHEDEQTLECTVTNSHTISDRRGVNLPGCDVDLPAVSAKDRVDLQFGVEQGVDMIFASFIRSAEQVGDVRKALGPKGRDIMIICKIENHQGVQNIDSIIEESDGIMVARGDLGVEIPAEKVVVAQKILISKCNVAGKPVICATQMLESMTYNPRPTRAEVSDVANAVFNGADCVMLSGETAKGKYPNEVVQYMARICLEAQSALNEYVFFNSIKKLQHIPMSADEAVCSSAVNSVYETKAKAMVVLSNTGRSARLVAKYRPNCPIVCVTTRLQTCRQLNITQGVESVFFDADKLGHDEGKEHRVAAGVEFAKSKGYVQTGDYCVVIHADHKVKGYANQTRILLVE
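ATP generated from ADP (0.1 mM) and PEP (0.5 mM) by 0.1 nM LmPK over 1 h at room temperature (pH 7.2 imidazole buffer) was detected by coupled luciferase luminescence. Values were normalized to uninhibited and no-enzyme wells.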
Pf growth 96h: P. falciparum growth inhibition at 96 hour, primary screen for plastid delayed-death inhibitors; AID 504834; actives 6.9% (n = 320,000); Potency, µM (top dose mostly 28.7 µM), without a hit: top-dose activity change, negative = inhibition, hits mostly inhibitors; P. falciparum luciferase reporter growth, 96 h; note: potency is the fitted concentration of half-maximal effect; % is set by controls: 0 for no effect and ±100 for the full control effect
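P. falciparum expressing integrated firefly luciferase grown in erythrocytes (2% hematocrit, 0.05% parasitemia final) with compounds for 96 hours at 37 C, 5% CO2. Growth inhibition read as loss of luminescence after adding luciferase detection reagent.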
Numbers without * were called inactive; ? = inconclusive; · = no result given; [ ] = remark or other dose. Unless noted, calls come from the whole dose curve; as a rule, active = well fitted curve in the direction sought with a large enough effect; inconclusive = small, poorly fitted or top-dose-only effect, or another doubt; inactive = no such curve, though single readings can be large; an effect the other way counts as inactive or inconclusive.

Codes: A = Tb PYK inh; B = Shiga inhibitor; C = Pf growth 48h; D = AmpC no deterg; E = Cycloheximide cs; F = LmPK inh; G = Pf growth 96h
CN(C)S(=O)(=O)c1ccc(Cl)c(NC(=O)CN2C(=O)NC3(CCc4ccccc43)C2=O)c1 (stereo not drawn)
  A: 1.6%	B: ·	C: ?	D: -36.1%	E: ·	F: ·	G: -22.3%
Oc1ccccc1Nc1nc(NCc2ccccc2)c2ccccc2n1
  A: 3.2%	B: 24.9	C: 0.329µM*	D: -31.4%	E: 8.9	F: 3.9%	G: 59.6%[activator]
O=c1cc(-c2ccc(O)cc2)oc2ccc(O)cc12
  A: -10.0%	B: 54.1*	C: 133.0%[activator]	D: -33.3%	E: 54.5*	F: -9.9%	G: 205.4%[activator]
COc1ccc(C(=O)NC(C(=O)NCC(=O)Nc2c(C)cccc2C)C(C)C)cc1 (stereo not drawn)
  A: 4.4%	B: -3.1	C: -9.0%	D: -20.5%	E: -2.2	F: -3.1%	G: ?
Cc1noc(NS(=O)(=O)c2ccc(N/C=C/C(=O)c3ccc4c(c3)OCO4)cc2)c1C
  A: -11.5%	B: 120.2*	C: 48.3%[activator]	D: -40.5%	E: 59.1*	F: 0.7%	G: ?
COCCCn1c(SC(C)C(=O)Nc2c(C)n(C)n(-c3ccccc3)c2=O)n[nH]c1=O (stereo not drawn)
  A: -8.7%	B: ·	C: ?	D: -14.2%	E: ·	F: ·	G: 0.5%
COc1ccccc1NC(=O)Cc1cccs1
  A: -2.4%	B: -1.2	C: -12.0%	D: -9.7%	E: -0.4	F: 0.0%	G: ·
O=C(NC(Cc1ccccc1)C(=O)O)/C(=C/c1ccccc1)NC(=O)c1ccccc1 (stereo not drawn)
  A: -2.3%	B: -6.8	C: 2.4%	D: -20.5%	E: -4.8	F: 0.8%	G: -22.2%
CC(C)Oc1ccc(S(=O)(=O)N2CCOCC2)cc1NC(=O)CC1OC(=O)c2ccccc21 (stereo not drawn)
  A: -0.6%	B: ·	C: -9.6%	D: ?	E: ·	F: ·	G: 6.2%
Cc1nc2ccc(NC(=O)c3cc(Cl)ccn3)cc2s1
  A: -3.9%	B: 81.6*	C: 50.4%[activator]	D: 29.1%	E: 61.7*	F: 1.9%	G: 178.7%[activator]
CCOC(=O)C1=NNC(C(=O)c2ccc(OC)cc2)C1c1ccccc1 (stereo not drawn)
  A: -4.1%	B: -4.6	C: ?	D: -16.0%	E: 12.9	F: 5.5%	G: ·
N/C(=N\OC(=O)/C=C/c1ccccc1Cl)c1ccncc1
  A: 0.8%	B: 137.4*	C: 327.8%[activator]	D: -18.1%	E: 66.5*	F: -8.6%	G: -8.3%
CCCN1CCN(CCCNC(=O)c2ccc3nc(N4CCCCC4)sc3c2)CC1
  A: -0.7%	B: 19.0	C: 3.1%	D: 1.0%	E: 13.3*	F: -1.2%	G: ?
CCN(c1ccc(NC(=O)CSc2nnc3nc(C)cc(C)n23)cc1)C(C)C
  A: -5.9%	B: -3.0	C: ·	D: 53.5%	E: -3.3	F: 8.4%	G: ?
Nc1nc(-c2cccnc2)nn1C(=O)COc1ccccc1
  A: 4.3%	B: -5.5	C: 15.6%	D: -22.1%	E: 0.1	F: -1.5%	G: ·
CC(C)(C)n1nc2c(c1NC(=O)c1cccs1)CS(=O)C2 (stereo not drawn)
  A: -0.4%	B: 9.9	C: 4.6%	D: -14.7%	E: -1.5	F: -6.5%	G: -2.9%
CC(Sc1nnc(Cc2cccs2)n1C1CCCCC1)C(=O)NCc1ccco1 (stereo not drawn)
  A: 0.9%	B: -18.5	C: ·	D: 17.0%	E: -5.9	F: 2.3%	G: ?
Cc1ccc2cc(CN(CC3CCCO3)C(=O)c3cccs3)c(=O)[nH]c2c1 (stereo not drawn)
  A: -1.1%	B: -8.3	C: -11.0%	D: -9.4%	E: -2.2	F: -2.4%	G: -15.9%
N#C/C(=C\c1cn[nH]c1-c1ccc(Cl)cc1)C(=O)NC1CC1
  A: 3.1%	B: -10.0	C: -16.2%	D: -28.6%	E: -7.1	F: 1.2%	G: 9.0%
O=C(O)c1ccc(/C=C2/SC(=S)N(Cc3ccccc3)C2=O)cc1
  A: 0.6%	B: -11.4	C: 1.5%	D: -51.4%	E: -2.2	F: -0.7%	G: 19.5%
COc1ccc(OCCC(=O)OCC(=O)NCCC2=CCCCC2)cc1
  A: 0.8%	B: 35.9	C: 10.6%	D: 52.6%	E: -3.1	F: 2.1%	G: 16.4%
Cc1ccc(CS(=O)(=O)CCC(=O)NCc2ccc(F)cc2)cc1
  A: -8.5%	B: -8.4	C: 21.5%	D: -6.6%	E: -2.4	F: 1.7%	G: -0.4%
CCOC(=O)C(NCc1ccccc1OC)(NC(=O)CC)C(F)(F)F (stereo not drawn)
  A: -0.5%	B: 15.5	C: 42.6%[activator]	D: -1.1%	E: -1.5	F: -0.2%	G: 102.7%[activator]
CCC(/C=C1\Sc2ccc(OC)cc2N1CC)=C\c1sc2ccc(OC)cc2[n+]1CCCS(=O)(=O)[O-]
  A: ?	B: -5.1	C: ?	D: 105.6%[activator]	E: -9.8	F: -18.4%	G: ?
CCOC(=O)c1cccc2c(=O)c(C(=O)c3ccc(Cl)cc3)c(C(=O)OC)[nH]c12
  A: 3.8%	B: -12.9	C: 15.6%	D: -33.8%	E: -4.6	F: 0.5%	G: 0.0%
O=C(O)c1oc2ccccc2c1CSc1ccc(Cl)cc1
  A: 2.8%	B: -1.1	C: 40.2%[activator]	D: -30.1%	E: -5.4	F: 6.3%	G: 39.0%[activator]
COc1ccc(CCNc2ncnc3c2nnn3Cc2ccccc2)cc1
  A: 0.6%	B: ·	C: -2.9%	D: -7.9%	E: -1.8	F: -5.3%	G: 2.94µM*
C[C@H](NC(=O)C1CC(=O)N(c2ccc3c(c2)OCCO3)C1)C(=O)NC1CCCC1 (stereo partly drawn)
  A: 1.1%	B: -4.3	C: 3.5%	D: -10.5%	E: -2.0	F: 9.6%	G: 27.5%
CCn1c(/N=C/c2ccc(OC)cc2O)nc2ccccc21
  A: 4.3%	B: 4.4	C: -2.3%	D: -16.9%	E: 21.5	F: -20.5%	G: ?
NC1=NC2(CCCCCC2)n2c(nc3ccccc32)N1
  A: -13.9%	B: -4.9	C: ?	D: -43.0%	E: 4.5	F: -1.7%	G: ?

2 compounds picked at random from those above, as already listed:
Codes: A = Tb PYK inh; B = Shiga inhibitor; C = Pf growth 48h; D = AmpC no deterg; E = Cycloheximide cs; F = LmPK inh; G = Pf growth 96h
COc1ccc(OCCC(=O)OCC(=O)NCCC2=CCCCC2)cc1
  A: 0.8%	B: 35.9	C: 10.6%	D: 52.6%	E: -3.1	F: 2.1%	G: 16.4%
O=C(O)c1ccc(/C=C2/SC(=S)N(Cc3ccccc3)C2=O)cc1
  A: 0.6%	B: -11.4	C: 1.5%	D: -51.4%	E: -2.2	F: -0.7%	G: 19.5%

(further entries)
Codes: A = Tb PYK inh; B = Shiga inhibitor; C = Pf growth 48h; D = AmpC no deterg; E = Cycloheximide cs; F = LmPK inh; G = Pf growth 96h
COc1cc(Cl)c(C)cc1NC(=O)c1ccc2c(c1)OCO2
  A: 0.4%	B: 25.9	C: -2.9%	D: -16.7%	E: 4.6	F: 3.6%	G: ?
CCOc1ccc(C(=O)NC2CC3CCCC(C2)N3Cc2ccccc2)cc1 (stereo not drawn)
  A: -4.0%	B: ·	C: ?	D: -10.4%	E: -2.3	F: -4.5%	G: -27.3%
CCc1sc(C(=O)N(CCCOC)c2c(N)n(CC(C)C)c(=O)[nH]c2=O)cc1C
  A: -11.1%	B: ·	C: 12.5%	D: -3.2%	E: ·	F: ·	G: 9.9%
O=C(Nc1cc(Cl)cc(Cl)c1)N1CCCN(Cc2ccccc2)CC1
  A: -1.7%	B: 1.6	C: ?	D: 26.7%	E: 4.2	F: 4.0%	G: ?

Filtered by structure: those above containing a Cl atom
Codes: A = Tb PYK inh; B = Shiga inhibitor; C = Pf growth 48h; D = AmpC no deterg; E = Cycloheximide cs; F = LmPK inh; G = Pf growth 96h
CN(C)S(=O)(=O)c1ccc(Cl)c(NC(=O)CN2C(=O)NC3(CCc4ccccc43)C2=O)c1 (stereo not drawn)
  A: 1.6%	B: ·	C: ?	D: -36.1%	E: ·	F: ·	G: -22.3%
Cc1nc2ccc(NC(=O)c3cc(Cl)ccn3)cc2s1
  A: -3.9%	B: 81.6*	C: 50.4%[activator]	D: 29.1%	E: 61.7*	F: 1.9%	G: 178.7%[activator]
N/C(=N\OC(=O)/C=C/c1ccccc1Cl)c1ccncc1
  A: 0.8%	B: 137.4*	C: 327.8%[activator]	D: -18.1%	E: 66.5*	F: -8.6%	G: -8.3%
N#C/C(=C\c1cn[nH]c1-c1ccc(Cl)cc1)C(=O)NC1CC1
  A: 3.1%	B: -10.0	C: -16.2%	D: -28.6%	E: -7.1	F: 1.2%	G: 9.0%
CCOC(=O)c1cccc2c(=O)c(C(=O)c3ccc(Cl)cc3)c(C(=O)OC)[nH]c12
  A: 3.8%	B: -12.9	C: 15.6%	D: -33.8%	E: -4.6	F: 0.5%	G: 0.0%
O=C(O)c1oc2ccccc2c1CSc1ccc(Cl)cc1
  A: 2.8%	B: -1.1	C: 40.2%[activator]	D: -30.1%	E: -5.4	F: 6.3%	G: 39.0%[activator]
COc1cc(Cl)c(C)cc1NC(=O)c1ccc2c(c1)OCO2
  A: 0.4%	B: 25.9	C: -2.9%	D: -16.7%	E: 4.6	F: 3.6%	G: ?
O=C(Nc1cc(Cl)cc(Cl)c1)N1CCCN(Cc2ccccc2)CC1
  A: -1.7%	B: 1.6	C: ?	D: 26.7%	E: 4.2	F: 4.0%	G: ?
